Screening data from PubChem BioAssay.
UGM FP inh: inhibitors of M. tuberculosis UDP-galactopyranose mutase; P9WIQ1; purified UGM, fluorescence polarization probe displacement; inhibition, % at 10 µM; 320,000 tested, 0.06% active; AID 504406; in the data active means inhibition above about 10%, passing the limit was not always enough; inconclusive means no clear call, values can overlap the other calls
Target sequence (P9WIQ1 whole entry, looked up): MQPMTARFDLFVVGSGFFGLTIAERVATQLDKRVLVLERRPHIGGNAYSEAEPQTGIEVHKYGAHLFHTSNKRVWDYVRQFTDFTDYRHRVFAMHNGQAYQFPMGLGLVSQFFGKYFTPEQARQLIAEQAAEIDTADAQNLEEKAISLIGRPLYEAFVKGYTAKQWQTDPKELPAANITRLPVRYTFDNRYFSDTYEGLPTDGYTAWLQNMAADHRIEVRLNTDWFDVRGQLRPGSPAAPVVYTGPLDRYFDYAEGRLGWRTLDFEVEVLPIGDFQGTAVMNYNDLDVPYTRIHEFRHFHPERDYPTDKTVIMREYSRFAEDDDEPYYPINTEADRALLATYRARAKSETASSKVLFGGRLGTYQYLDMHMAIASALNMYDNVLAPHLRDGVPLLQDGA
GDH-TPI counter: inhibits GDH-TPI coupling enzymes, artifact for Mtb FBA screen; inhibition, % at 4.8 µM; AID 588335; GDH-TPI coupled enzyme counterscreen, NADH absorbance; 360,000 tested, 1.2% active;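 further: 0% = DMSO wells and 100% = wells lacking the enzyme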
CCHFV vOTU inh: CCHFV vOTU protease inhibition; Pep-AMC fluorescence; inhibition, % at 11.5 µM; 370,000 tested, 0.55% active; further: 0% = vehicle wells with enzyme and 100% = no enzyme wells
Mtb FBA inh: inhibitors of M. tuberculosis fructose-bisphosphate aldolase. purified M. tuberculosis FBA, fluorescence read-out. inhibition, % at 1 µM. 360,000 tested, 2.3% active; in the data active means inhibition above about 27%;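 further: 0% = vehicle and 100% = reference inhibitor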
Target sequence (P9WQA3 whole entry, looked up): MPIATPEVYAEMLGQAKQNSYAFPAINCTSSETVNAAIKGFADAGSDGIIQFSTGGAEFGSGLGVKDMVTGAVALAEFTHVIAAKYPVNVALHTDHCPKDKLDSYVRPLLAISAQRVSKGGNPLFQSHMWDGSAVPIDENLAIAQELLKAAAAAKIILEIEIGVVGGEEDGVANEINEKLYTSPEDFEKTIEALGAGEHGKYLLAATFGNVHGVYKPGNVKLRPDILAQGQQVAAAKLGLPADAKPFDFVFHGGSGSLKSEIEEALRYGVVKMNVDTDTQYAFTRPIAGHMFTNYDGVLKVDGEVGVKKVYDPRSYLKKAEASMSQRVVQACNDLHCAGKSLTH
FadD28 binding: blocks FadD28 binding to the bisubstrate probe; fluorescence polarization; inhibition, % at 12.5 µM; 360,000 tested, 0.22% active; in the data active means inhibition above about 8.5%, passing the limit was not always enough; inconclusive means no clear call, values can overlap the other calls
Mtb BioA inh: blocks M. tuberculosis BioA enzyme activity; purified M. tuberculosis BioA enzyme, plate reader; inhibition, % at 9.99 µM; 360,000 tested, 0.096% active; AID 602481; in the data active means inhibition above about 40%; inconclusive means no clear call, values can overlap the other calls
BoNT-A LC inh2: blocks Botulinum neurotoxin A light chain protease; multiplex microsphere protease substrate cleavage, flow cytometry; inhibition, % at 10 µM; 360,000 tested, 0.17% active; AID 588499; in the data active means inhibition above about 30%; inconclusive means no clear call, values can overlap the other calls; further: plate controls were buffer without enzyme for full effect and enzyme alone for no effect
PrPC TRFRET: cell surface PrPC inhibition, primary TR-FRET screen; inhibition, % at 13.8 µM; 370,000 tested, 0.43% active; TR-FRET read-out; in the data active means inhibition above about 24%; further: 0% = median of the test wells and 100% = reference compound wells
BoNT-F LC inh: inhibitors of Botulinum neurotoxin F light chain protease. AID 588497. inhibition, % at 10 µM. Multiplex microsphere protease cleavage assay, flow cytometry. 360,000 tested, 0.22% active; in the data active means inhibition above about 35%, passing the limit was not always enough; inconclusive means no clear call, values can overlap the other calls; further: plate controls were buffer without enzyme for full effect and enzyme alone for no effect
* = called active by the depositor; ? = inconclusive; / = not tested or not shown; + = active, no number. Unless noted, no stated cut-off is given here; in the data, active means inhibition above about 30%; inactive means the rest.

compound	UGM FP inh	GDH-TPI counter	CCHFV vOTU inh	Mtb FBA inh	FadD28 binding	Mtb BioA inh	BoNT-A LC inh2	PrPC TRFRET	BoNT-F LC inh
Cc1cc(O)c(C(C)C)cc1NC(=S)Nc1cc(C(C)C)c(O)cc1C	/	3	4	3	-2.0	/	-0.2	-3	1
CCOC(=O)CNC(=O)CSc1nnc(Cn2c(=O)sc3ccccc32)n1-c1ccccc1C	-0.4	-7	4	0	-3.2	0.1	-0.1	-1	5
O=C(O)C1CCCCC1C(=O)NCCc1c[nH]c2ccccc12 (configuration not stated)	-1.5	8	3	5	-0.3	-0.5	-0.5	0	-3
Cc1ccc(S(=O)(=O)N2CCN(C(=O)CN3CCOCC3)C2)cc1	1.5	8	3	-2	-2.6	-1.7	0.0	-4	-1
COc1ccc(N2CCN(C(=O)c3[nH]c4ccc(OC)cc4c3C)CC2)cc1	1.4	3	-6	5	1.8	-1.1	2.2	-4	-3
CC(=O)c1ccc(N2CCN(CCC#N)CC2)c(F)c1	-1.1	24	14	-1	1.8	5.7	0.8	-2	2
Clc1ccc(-c2nnc(C3CC3)o2)cc1	-1.0	-6	-9	0	-2.5	/	?	-3	?
COc1ccccc1NS(=O)(=O)c1ccc(C)c(C(=O)N2CCCC2)c1	3.1	10	2	4	-0.4	-0.9	-0.1	7	-3
Cn1c(CNc2nc3ccccc3n2CCN2CCCCC2)nc2ccccc21	3.7	-11	13	3	-3.9	0.1	1.0	-12	-11
CN(Cc1ccccc1)S(=O)(=O)c1ccc(OCC(=O)N2CCOCC2)cc1	-2.3	6	-8	-2	-1.9	1.3	-0.1	-8	-7
CC(C)N1CCC(N2CCN(Cc3cc(F)ccc3-n3cccn3)CC2CCO)CC1 (configuration not stated)	-0.8	11	0	2	0.0	/	-0.5	-11	8
Cc1ccc(CSc2ncccc2C(=O)O)cc1	0.9	7	0	-1	-2.5	-0.3	-1.1	-5	-5
CCOc1ccc(N(C(C)C(=O)N2CCOCC2)S(C)(=O)=O)cc1 (configuration not stated)	1.5	9	-8	0	0.9	-1.7	-2.6	1	?
CCN(CC(O)Cn1c2ccccc2c2ccccc21)S(=O)(=O)c1ccc(C)cc1 (configuration not stated)	-0.7	10	8	-3	-1.7	-1.0	0.7	5	4
Cc1cccc(C(=O)c2ccccc2C(=O)O)c1	-1.3	-6	-2	2	-0.1	0.1	0.4	-5	-7
Cc1ccc(CNC(=O)C2CCCN(S(=O)(=O)c3c(C)noc3C)C2)cc1 (configuration not stated)	-3.7	-1	-9	-2	-3.8	0.1	-0.6	1	-5
O=C(COc1ccccc1)Nc1ccccc1N1CCN(c2ccccc2)CC1	-0.5	-5	14	0	-3.2	-1.1	2.4	-6	18
COc1ccc(C2CC2/C(=N/O)c2ccccc2)cc1 (configuration not stated)	2.1	-2	3	-2	-0.2	/	0.3	-1	3
CN1CCN(C2=C(Cl)C(=O)N(c3ccc(Cl)cc3)C2=O)CC1	-0.7	13	/	4	0.1	-0.1	2.6	/	0
CCC(=O)N(Cc1ccco1)c1nc(-c2ccc(OC)cc2)cs1	-0.1	2	4	-1	-1.1	1.3	0.2	5	4
Cc1ccc(C(=O)CCC(=O)Nc2cc(C)ccn2)cc1	3.8	6	9	-1	/	-1.1	3.4	5	2
CC1CCN(C(=O)C2CCCN(S(=O)(=O)c3cccc4nsnc34)C2)CC1 (configuration not stated)	-1.9	6	0	-1	-1.9	-0.2	0.8	-28	6
COc1cc(OC)c2ccc(=O)oc2c1C(CCN1CCN(c2ccccc2)CC1)c1ccc2c(c1)OCO2 (configuration not stated)	3.5	12	2	1	-4.9	-3.1	-0.7	-12	-7
CCOC(=O)N1CCC2(CC1)C(C#N)=C(N)Oc1n[nH]c(C)c12	1.7	5	10	2	-2.9	-1.2	0.2	7	6

11 successive records out of the list so far, quoted:
compound	UGM FP inh	GDH-TPI counter	CCHFV vOTU inh	Mtb FBA inh	FadD28 binding	Mtb BioA inh	BoNT-A LC inh2	PrPC TRFRET	BoNT-F LC inh
CC(C)N1CCC(N2CCN(Cc3cc(F)ccc3-n3cccn3)CC2CCO)CC1 (configuration not stated)	-0.8	11	0	2	0.0	/	-0.5	-11	8
Cc1ccc(CSc2ncccc2C(=O)O)cc1	0.9	7	0	-1	-2.5	-0.3	-1.1	-5	-5
CCOc1ccc(N(C(C)C(=O)N2CCOCC2)S(C)(=O)=O)cc1 (configuration not stated)	1.5	9	-8	0	0.9	-1.7	-2.6	1	?
CCN(CC(O)Cn1c2ccccc2c2ccccc21)S(=O)(=O)c1ccc(C)cc1 (configuration not stated)	-0.7	10	8	-3	-1.7	-1.0	0.7	5	4
Cc1cccc(C(=O)c2ccccc2C(=O)O)c1	-1.3	-6	-2	2	-0.1	0.1	0.4	-5	-7
Cc1ccc(CNC(=O)C2CCCN(S(=O)(=O)c3c(C)noc3C)C2)cc1 (configuration not stated)	-3.7	-1	-9	-2	-3.8	0.1	-0.6	1	-5
O=C(COc1ccccc1)Nc1ccccc1N1CCN(c2ccccc2)CC1	-0.5	-5	14	0	-3.2	-1.1	2.4	-6	18
COc1ccc(C2CC2/C(=N/O)c2ccccc2)cc1 (configuration not stated)	2.1	-2	3	-2	-0.2	/	0.3	-1	3
CN1CCN(C2=C(Cl)C(=O)N(c3ccc(Cl)cc3)C2=O)CC1	-0.7	13	/	4	0.1	-0.1	2.6	/	0
CCC(=O)N(Cc1ccco1)c1nc(-c2ccc(OC)cc2)cs1	-0.1	2	4	-1	-1.1	1.3	0.2	5	4
Cc1ccc(C(=O)CCC(=O)Nc2cc(C)ccn2)cc1	3.8	6	9	-1	/	-1.1	3.4	5	2

Carrying on:
compound	UGM FP inh	GDH-TPI counter	CCHFV vOTU inh	Mtb FBA inh	FadD28 binding	Mtb BioA inh	BoNT-A LC inh2	PrPC TRFRET	BoNT-F LC inh
O=C(Cc1ccccc1F)NC1CCCN(Cc2ccc(Cl)cc2)C1 (configuration not stated)	0.3	4	8	3	0.3	-1.1	1.3	2	-8
O[C@H]1C[C@H](c2ccccc2)N(Cc2cccs2)C[C@@H]1n1cc(-c2ccc(F)cc2)nn1	/	-2	6	-4	-4.8	0.4	-0.1	-8	-2
COC(=O)[C@@H]1C[C@H]2CC[C@H](O)C[C@H]2N1Cc1ccc(N2CCN(C)CC2)cc1	-1.0	0	1	1	-1.3	-0.6	-0.1	6	-4
O=C(NCCc1csc(-c2ccccc2)n1)c1ccc(Br)o1	0.3	3	0	1	-1.9	-0.3	0.6	-3	-4
Cc1ccc(CNC(=O)C2CCC(=O)N2Cc2ccc(F)cc2)cc1 (configuration not stated)	0.0	9	10	5	0.6	0.0	-4.2	-2	8
COC(=O)c1sc(NC(=O)c2c(C)noc2C)nc1C	4.9	15	-2	3	0.0	-0.8	/	0	/
O=c1c2[nH]c3ccc(F)cc3c2nc2n1CCCS2	1.3	2	-4	3	-0.2	1.1	-0.9	-5	-8
CC(C)C(NC(=O)C(C(C)C)N(C)C)C(=O)N(C)C(C(=O)N1CCCC1C(=O)N1CCCC1C(=O)NCc1ccccc1)C(C)C (configuration not stated)	/	12	-2	3	0.7	/	0.2	4	-4
OC(CCc1ccncc1)c1ccccc1 (configuration not stated)	0.9	-8	-3	1	-3.0	-3.3	-0.2	3	-11
Cc1ccc2oc(C(=O)Nc3ccc(S(=O)(=O)Nc4ncccn4)cc3)c(C)c2c1	-0.8	4	-3	0	-0.2	-2.9	1.1	1	3
COc1ccc2nc(NC(=O)c3ccco3)sc2c1	1.4	16	11	7	-2.5	-0.7	-1.0	14	-25
COC(C[C@@H]1O[C@H]1[C@H](O)COCc1ccccc1)OC	/	-3	-2	1	-2.7	-0.1	0.0	2	-9
CCc1nn(CCCC(=O)NCc2ccccc2Br)c(=O)c2cc3occc3n12	0.5	20	47*	3	-0.7	1.4	0.1	7	4
CCOc1ccc(NC(=O)CN(C)S(=O)(=O)c2cnc[nH]2)cc1	1.8	-3	-2	0	-1.4	/	-0.1	-6	-6
CCOC(=O)Cc1cc(=O)n2[nH]cc(-c3ccc(Cl)cc3)c2n1	6.0	6	-3	21	0.4	-4.4	-0.1	-1	-3
COCCNC(=O)c1cc2sccc2n1C	-3.6	5	0	4	-0.9	/	0.6	3	3

An excerpt of these results, with each value named.
smiles: COc1ccc(C2CC2/C(=N/O)c2ccccc2)cc1 (configuration not stated)
- UGM FP inh: 2.1
- GDH-TPI counter: -2
- CCHFV vOTU inh: 3
- Mtb FBA inh: -2
- FadD28 binding: -0.2
- Mtb BioA inh: /
- BoNT-A LC inh2: 0.3
- PrPC TRFRET: -1
- BoNT-F LC inh: 3

smiles: O[C@H]1C[C@H](c2ccccc2)N(Cc2cccs2)C[C@@H]1n1cc(-c2ccc(F)cc2)nn1
- UGM FP inh: /
- GDH-TPI counter: -2
- CCHFV vOTU inh: 6
- Mtb FBA inh: -4
- FadD28 binding: -4.8
- Mtb BioA inh: 0.4
- BoNT-A LC inh2: -0.1
- PrPC TRFRET: -8
- BoNT-F LC inh: -2

The list goes on:
compound	UGM FP inh	GDH-TPI counter	CCHFV vOTU inh	Mtb FBA inh	FadD28 binding	Mtb BioA inh	BoNT-A LC inh2	PrPC TRFRET	BoNT-F LC inh
COc1ccc(-c2ccc(N(C)C)cc2)cc1[C@H]1[C@@H]2C=CCC[C@@]2(C)C(=O)N1Cc1ccccc1	-1.2	27	25	5	0.4	-3.0	-0.5	10	-7
CCOC(=O)c1c(NC(=O)C(C)OC(=O)C2=COCCO2)sc2c1CCCC2 (configuration not stated)	/	5	/	1	-0.9	-2.0	-3.5	/	-12
Cc1ccccc1OCC(=O)N1CCCCCCC1	-0.4	-3	-7	2	-0.8	-0.4	-4.2	5	?
COc1ccc(-c2oc3cccnc3c2C#CCO)cc1	-0.9	32*	/	+	-2.2	0.1	-0.1	/	-4
Cn1nc([N+](=O)[O-])nc1Oc1ccc2ccccc2c1	1.0	4	-4	-1	0.0	0.3	0.3	1	11
CCOC(=O)N1CCN(C(=O)c2ccc(N3C(=O)c4ccccc4C3=O)cc2)CC1	-0.4	13	5	6	-1.0	-1.5	0.2	1	7
COC(=O)C1=C(C)N(CCc2ccc(OC)c(OC)c2)C(=O)/C1=C\c1ccc(O)cc1	2.4	25	-2	-2	-4.4	/	-0.6	7	-5
COc1ccc(CNC(=O)c2cc3ccccc3oc2=O)cc1	2.9	15	-1	3	-0.6	-0.1	-2.9	-8	1
Cc1c(OC(C)C(=O)NCCN2CCOCC2)ccc2c(-c3ccccc3)cc(=O)oc12 (configuration not stated)	-0.1	8	11	2	-4.3	13	-2.0	-15	5
CCCCCOC(=O)C1=C(C)NC(=O)NC1c1ccccc1 (configuration not stated)	-0.1	8	14	2	1.8	0.0	4.0	0	3
CN1CC2CN(Cc3ccccc3)S(=O)(=O)C2C1 (configuration not stated)	/	/	-9	-3	-2.3	-0.7	0.3	3	7
CN(Cc1ccccc1)S(=O)(=O)c1cccc2cccnc12	-1.8	-6	-5	2	0.4	-0.8	-2.9	-3	-3
CC(C)NC(=O)c1cc(C2CCCCN2C(=O)c2ccc(C#N)cc2)on1 (configuration not stated)	/	4	16	0	-0.9	-1.0	0.1	-5	-3
Cc1ccc(/C=C2/N=C(c3ccccc3)NNC2=O)cc1	-3.0	-4	-2	2	0.3	-0.7	0.3	-1	11
O=C(O)CSCC(=O)Nc1ccc(S(=O)(=O)N2CCCCC2)cc1	-2.0	0	13	9	0.6	-0.1	0.6	0	8
COC(=O)C1=C(C)N(C)C(=O)NC1c1ccc([N+](=O)[O-])o1 (configuration not stated)	-0.5	15	-15	0	-0.5	/	0.5	-12	2
COC(=O)[C@]12CCCCC=C1N(Cc1ccc(Cl)cc1Cl)C(=O)[C@H](CC(=O)NCc1cccc3ccccc13)C2	/	/	14	/	/	/	-1.3	2	-14
COc1ccc(CNC(=O)CSCc2c(F)cccc2Cl)cc1	-0.7	6	4	3	-2.7	-0.3	-0.4	-1	-5
Cc1cccc(NS(=O)(=O)c2ccc(Oc3ccccc3)cc2)n1	0.8	0	-9	24	-5.7	-0.1	-1.5	-1	-19
CNc1nc(NCc2ccccc2)c2ccccc2n1	0.2	-6	1	6	-3.6	2.4	-2.0	15	-2
COC(=O)c1ccccc1S(=O)(=O)N1CCC(C(=O)NC2=NCCS2)CC1	-2.4	10	-2	4	-2.8	-0.6	-0.5	-4	-9
CC1CCN(CC(=O)N2CCN(c3ccccc3)CC2)CC1	-1.1	-4	3	2	-2.6	0.7	1.1	7	21
CCOc1ccc(-c2cn[nH]c2N)cc1	2.1	-3	/	-1	-1.2	-0.7	-0.5	/	-4

An unsorted share of the library; about 4.8% have a hit in one of these screens.
